KCNQ1 pot = human KCNQ1 channel potentiation or activation. CHO-K1 KCNQ1, thallium flux FluxOR fluorescence; stronger effect = higher value. B-score at 10 µM. hit rate 0.35% among 310,000;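 active means fluorescence ratio B-score, a plate-corrected score, at least three library SD, with initial intensity B-score within 5 SD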
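Material: CHO-K1 cells stably expressing KCNQ1. Medium: assay buffer for compound exposure, DMSO matched across wells. Reagent: K+/Tl+ depolarizing stimulus. Compound dosing: single-concentration screen. Times: 37 °C overnight plating, 90-min dark dye load, 20-min compound pretreatment. Technique: FluxOR Tl+ flux fluorescence.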
KCNK9 block = human KCNK9 channel inhibition. Q9NPC2. HEK293 KCNK9, FluxOR thallium flux fluorescence; stronger effect = lower value. B-score at 10 µM. hit rate 1.2% among 310,000;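 active means ratio B-score over 3 SD below the library mean, with starting fluorescence within 5 SD of its mean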;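 further: negative B-score means less thallium flux so channel inhibition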
KCNQ1 inh = human KCNQ1 channel inhibition; CHO-K1 KCNQ1, FluxOR thallium flux fluorescence; stronger effect = higher value; hit rate 1.3% among 310,000; P51787; B-score at 10 µM;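 active means compounds whose thallium flux B-score, printed positive for inhibition, exceeds three library SD while starting fluorescence stays within three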;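 further: channel opened by potassium depolarization with thallium stimulus after 20 min compound exposure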
KCNK3 inh = human KCNK3 channel inhibition, primary screen | hit rate 0.84% among 340,000 | CHO-KCNK3 thallium flux, FluxOR fluorescence; stronger effect = lower value | B-score at 10 µM;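 active means B-score under library mean minus 4 SD, starting fluorescence ratio at most library mean plus 5 SD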;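 further: more negative B-score means stronger inhibition of thallium flux through KCNK3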
RGS4 pot = potentiators or activators of RGS4. HEK293 M3R/inducible RGS4, carbachol calcium flux Fluo4; stronger effect = lower value. B-score at 10 µM. hit rate 0.92% among 310,000;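 active means B-score of the integrated calcium signal more than 4 SD below the library mean, with starting fluorescence not abnormally high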;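 further: negative B-score means reduced calcium response which marks RGS4 activation or potentiation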
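Material: Inducible-RGS4 HEK293 cells carrying M3 receptor; also added: carbachol at ECmax as muscarinic agonist stimulus; incubation: compound preincubation 20 min at room temperature before agonist; signal: Fluo4-AM (2 µM) calcium-flux fluorescence, kinetic read; measure: integrated calcium ratio converted to B score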
PolyA inh = yeast polyadenylation inhibition | hit rate 0.02% among 300,000 | S. cerevisiae SKY197-pL101 polyadenylation reporter, beta-gal luminescence; efflux-impaired pdr1/pdr3 knockout yeast; score 100 = 6 SD above DMSO | calls only at 12 µM | AID 1875;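 active means lowest replicate activity score at least 50, where 100 means six control SD above control mean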;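 further: yeast exposed to compound for 9 h at 30 °C; higher score means more reporter readthrough which indicates perturbed polyadenylation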
RGS4 inh = human RGS4 inhibition; P49798; HEK293 M3R/RGS4 inducible, Fluo-4 calcium flux; stronger effect = higher value; triggered by carbachol at its EC20; B-score at 10 µM; hit rate 0.45% among 310,000;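 active means B-score, a plate-corrected calcium signal, over three deviations above library mean, with baseline fluorescence within five deviations of library mean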;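 further: RGS4 expression induced by doxycycline in cells with stable M3 receptor; B-score is computed from the integrated fluorescence ratio over baseline after carbachol; higher B-score means a larger calcium signal and so more RGS4 inhibition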
GSK3A inh = human GSK-3 alpha kinase inhibition. inhibition, % at 10 µM. P49840. AID 2650. ADP-Glo luminescence, 60 min. hit rate 0.1% among 320,000;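 in the data active means inhibition above about 50%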;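 further: GST-tagged GSK-3 alpha with peptide substrate and 25 µM ATP; 0% = DMSO neutral wells and 100% = GW8510 positive control wells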
Target sequence (P49840 whole entry, looked up): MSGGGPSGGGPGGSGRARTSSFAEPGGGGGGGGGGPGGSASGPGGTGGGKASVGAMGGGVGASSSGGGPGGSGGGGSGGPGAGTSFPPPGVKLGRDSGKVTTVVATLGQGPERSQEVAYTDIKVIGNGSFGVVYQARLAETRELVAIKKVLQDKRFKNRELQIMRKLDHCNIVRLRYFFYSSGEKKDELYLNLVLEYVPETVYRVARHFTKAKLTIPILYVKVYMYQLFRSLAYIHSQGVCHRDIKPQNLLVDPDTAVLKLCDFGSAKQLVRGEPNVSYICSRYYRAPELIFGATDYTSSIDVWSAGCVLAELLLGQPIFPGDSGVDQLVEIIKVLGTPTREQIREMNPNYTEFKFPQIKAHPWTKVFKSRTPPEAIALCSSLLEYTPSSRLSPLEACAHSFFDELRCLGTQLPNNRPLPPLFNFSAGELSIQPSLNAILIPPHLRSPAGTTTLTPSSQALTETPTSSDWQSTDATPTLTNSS
GSK3beta inhib = human GSK3beta kinase inhibition. P49841. GST-GSK3beta kinase, ADP-Glo luminescence, 60 min; stronger effect = lower value. activity score (negative = inhibition), % at 10 µM. hit rate 0.038% among 300,000. AID 2097;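 active means more than half of replicate wells score below -50%, meaning over 50% inhibition versus plate controls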;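 further: 0% = median DMSO wells and -100% = median GW8510 positive control wells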
Target sequence (P49841 whole entry, looked up): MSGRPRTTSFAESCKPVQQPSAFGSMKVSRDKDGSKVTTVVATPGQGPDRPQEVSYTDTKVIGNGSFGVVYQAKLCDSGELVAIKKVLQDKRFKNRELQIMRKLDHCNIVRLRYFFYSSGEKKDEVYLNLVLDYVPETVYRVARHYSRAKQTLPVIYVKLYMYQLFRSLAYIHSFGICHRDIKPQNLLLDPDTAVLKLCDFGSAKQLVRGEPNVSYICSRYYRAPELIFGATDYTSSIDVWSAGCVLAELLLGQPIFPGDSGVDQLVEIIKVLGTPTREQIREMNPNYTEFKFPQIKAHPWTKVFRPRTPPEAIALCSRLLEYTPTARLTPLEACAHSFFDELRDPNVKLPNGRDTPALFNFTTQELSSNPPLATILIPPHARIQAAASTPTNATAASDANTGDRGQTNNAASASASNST
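Assay system: GST-tagged human GSK3beta kinase, cell-free; Input: 1.6 ng GSK3beta; Medium: Tris/MgCl2 kinase buffer; Timing: 60 min enzyme reaction, room temperature; Signal: ADP-Glo luminescence quantifying ADP generated by kinase; Evaluation: score relative to plate controls; Benchmarks: DMSO neutral wells and GW8510 at 20 µM as positive.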
hERG rescue = compounds protecting human hERG from proarrhythmic drug block. Q12809. CHO-hERG, FluxOR thallium flux, dofetilide IC70 present. activation (rescue from dofetilide block), less the hit threshold, % at 10 µM. hit rate 0.51% among 310,000. AID 1511;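 active means activation above the mean of controls blocked by dofetilide plus 5 SD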;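 further: thallium influx through hERG after potassium depolarization seen as dye fluorescence rise; in these data hits start at about 4.7%; inactives centre near -7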
DYRK1A inh = blocks rat Dyrk1A kinase activity; AID 504441; Q63470; inhibition, % at 12.5 µM; hit rate 0.43% among 310,000; ADP-Glo luminescence, NFATc1 peptide; in the data active means inhibition above about 50%;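 further: plate controls were vehicle with enzyme for no effect and no enzyme for full effect; many of its hits are not listed in these tables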
Numbers without * were called inactive; i = inactive; nt = not tested or not shown; & = joins results of further samples. A portion of the library; count on the stated rates, not on these rows.

SMILES	KCNQ1 pot	KCNK9 block	KCNQ1 inh	KCNK3 inh	RGS4 pot	PolyA inh	RGS4 inh	GSK3A inh	GSK3beta inhib	hERG rescue	DYRK1A inh
COc1ccc(/C(C)=N/NC(=O)c2ccncc2)cc1[N+](=O)[O-]	i	i	i	i	i	i	i	-1	-3	-7	-3
O=C(CN(CC1CCCO1)S(=O)(=O)c1ccc(S(=O)(=O)NCC2CCCO2)cc1)Nc1ccccc1 (stereo not drawn)	i	i	i	i	i	i	i	-2	3	-9	-2
O=C(NNS(=O)(=O)c1ccccc1F)c1cc(-c2ccccc2)n[nH]1	i	i	i	i	i	i	i	-3	2	-10	14
N#Cc1cccnc1N1CCN(C(=O)c2cccs2)CC1	i	i	i	i	i	i	i	3	2	-7	6
COc1ccccc1Cn1c(=O)c2ccccc2n2c(SCc3csc(C)n3)nnc12	i	i	i	i	i	i	i	0	2	-7	-2
Cc1ccc(CSCCNC(=O)CN2C(=O)c3ccccc3S2(=O)=O)cc1	i	i	i	i	i	i	i	-3	-2	4.9*	-5
O=C(CNC(=O)C1CCCCC1)NC1=NCCS1	i	i	i	i	i	i	i	-3	5	1	-3
Cc1cc(CNC(=O)COc2ccc(C)c(C)c2)c2ccccc2n1	i	i	i	i	i	i	i	2	3	-10	-4
COc1cc2c(cc1OC)C(CCc1ccccc1)=NCC2	i	i	i	i	i	i	i	2	-2	-8	nt
COc1ccccc1N1CC(C(=O)Nc2nnc(SCC(=O)N3CCOCC3)s2)CC1=O (stereo not drawn)	i	i	i	i	i	i	i	-6	0	-6	-5
Cc1ncsc1CCOC(=O)c1cccc([N+](=O)[O-])c1	i	i	i	i	i	i	i	4&6	-1&1	-3&-8	3&19
Cc1cc(C(=O)N/N=C/c2ccc3c(c2)OCO3)c2ccccc2n1	i	i	i	i	i	i	i	-2	-3	-8	nt
CCn1c(C(C)NC(=O)c2cccc(C)c2)nc2ccccc21 (stereo not drawn)	i	i	i	i	i	i	i	0	-2	-10	1
CCOc1ccc(N=C2NC(=O)C(CC(=O)O)S2)cc1 (stereo not drawn)	i	i	i	i	i	i	i	nt	2	-4	-3
O=C(C1CCN(C2CC(=O)N(c3ccc(Cl)cc3)C2=O)CC1)N1CCOCC1 (stereo not drawn)	i	i	i	i	i	i	i	-2	-1	-3	-4
C/C=C/c1ccc(OCCCNC2CCCC2)c(OC)c1	i	i	i	i	i	i	i	0	0	-3	-1
CN1CCN(c2ccc(C(=O)c3ccccc3)cc2[N+](=O)[O-])CC1	i	i	i	i	i	i	i	0	-14	-4	-1
COC(=O)CCCC(=O)N1CCC(CCC(=O)NCc2ccc(F)cc2)CC1	i	i	i	i	i	i	i	-1	-3	4	3
O=C(CSc1c(F)c(F)cc(F)c1F)Nc1ccc(C2SCCS2)cc1	i	i	i	i	i	i	i	-1	1	-6	-12
CC(C)OCCCNC(=O)c1ccc2c(=O)n(Cc3ccc4c(c3)OCO4)c(=S)[nH]c2c1	i	i	i	i	i	i	i	-1	0	1	nt
CNC(=O)CCC(=O)Nc1ccc(C)cc1	i	i	i	i	i	i	i	nt	-1	-9	-4
CCOC(=O)c1c(-c2ccccc2)oc2ccc(OCC(=O)NN)cc12	i	i	i	i	i	i	i	-1	1	-12	8
O=C(OCc1nc2ccccc2[nH]1)C1CCCCC1	i	i	i	i	i	nt	i	5	-1	-7	2
O=C(/C=C/c1cccc(Cl)c1)NCCN1CCOCC1	i	i	i	i	i	i	i	0	5	-11	-2
OCc1ccnc2c(O)cccc12	i	i	i	i	i	i	i	-3	3	-2	-2
CN(Cc1ccco1)C(=O)c1ccc(N2CCCC2=O)cc1	i	i	i	i	i	i	i	-3	2	-8	-8
CCN(CC)S(=O)(=O)c1cccc(NC(=O)CNC2CCCCCC2)c1	i	i	i	i	i	i	i	1	-2	-10	9
Fc1ccc(-c2nc3cnccn3c2NC2CCCC2)cc1	i	i	i	i	i	i	i	-2	-3	-15	7
Cc1ccc(NC(=O)c2cc(N3C(=O)C=CC3=O)ccc2N2CCOCC2)cc1	i	i	i	i	i	i	i	nt	2	-26	-6
O=C1CCCC(O)=C1N=Nc1c(Cl)cc(C(F)(F)F)cc1Cl	i	i	i	i	i	i	i	0	-2	-6	nt
Cc1ccc(O)c(NC(=O)c2noc3c2CCc2ccccc2-3)c1	i	i	i	i	i	i	i	-1	2	-5	-3
COc1ccc(C2CC(=O)N(CC(=O)NCC3CCCO3)c3ccccc3S2)cc1OC (stereo not drawn)	i	i	i	i	i	i	i	0	-3	-13	-4
CC(OC(=O)CCCN=C1NS(=O)(=O)c2ccccc21)C(=O)Nc1ccccc1F (stereo not drawn)	i	i	i	i	i	i	i	1	-5	-7	22
Cc1ccc(O)c(C(=O)c2cc(C#N)c(=O)n(Cc3ccccc3)c2)c1	i	i	i	i	i	i	i	-2	0	-3	-1
O=C1NC2c3ccccc3C(=O)N2c2c1cnn2-c1ccccc1 (stereo not drawn)	i	i	i	i	i	i	i	12	0	-4	18
COc1cc(C=Nc2cccc(C)c2)c(O)c([N+](=O)[O-])c1	i	i	i	i	i	i	i	-4	1	-4	-5
CC[C@H](C)/C=C(C)/C=C/C1=CC2=CC(=O)[C@]3(C)OC(=O)[C@@H](C(C)=O)[C@@H]3C2=CO1	i	i	6*	-9*	i	i	i	7	1	-24	-10
CCOc1ccccc1NC(=S)NC(=O)C1CC1	i	i	i	i	i	i	i	1	6	-10	-4
CCCSC1=C(C#N)C(c2cc(OC)ccc2OC)CC(=O)N1 (stereo not drawn)	i	i	i	i	i	i	i	-2	2	-13	1
COCc1cc(C)nc(SCC(=O)Nc2ccc(C)c(C)c2)c1C#N	i	i	i	i	i	i	i	2	6	0	-3
O=C(Nc1ccccc1)C1Cc2ccccc2CN1C(=O)c1ccco1 (stereo not drawn)	i	i	i	i	i	i	i	0	0	-4	2
Cc1cc(Cl)ccc1OCC(=O)N1C(C)CCCC1C (stereo not drawn)	i	i	i	i	i	i	i	-5	1	-14	3
COc1ccc(CCC(=O)Nc2ccc(C(=O)c3ccncc3)cc2)cc1	i	i	i	i	i	i	i	7	-14	-3	4
NC(N)=NS(=O)(=O)c1ccc(NC(=S)NC(=O)c2ccncc2)cc1	i	i	i	i	i	i	i	-2	2	-2	-1
C=CCn1c(SCC(=O)NCC2CCCO2)nc2scc(-c3ccccc3)c2c1=O (stereo not drawn)	i	i	i	i	i	i	i	-3	-4	-13	-7
CCCC(=O)NC(c1ccc(C(C)C)cc1)c1ccc2cccnc2c1O (stereo not drawn)	i	i	i	i	i	i	i	0	1	-10	0
CC(C)Oc1ccc(S(=O)(=O)N2CCOCC2)cc1NC(=O)Cc1c(F)cccc1Cl	i	i	i	i	i	i	i	-3	1	-9	0
N#CC1=C(SCC(=O)NC23CC4CC(CC(C4)C2)C3)NC(=O)C(C#N)C12CCCCC2 (stereo not drawn)	i	i	10*	i	i	i	i	-3	-1	-9	5
CC(C)C[C@@]12C(=O)N(c3cccc(Cl)c3)C(=O)N1[C@H](c1ccc(F)cc1)[C@@H]1C(=O)N(C3CCCCC3)C(=O)[C@@H]12	i	i	i	i	i	i	i	nt	-1	-3	0
CCOc1ccc(OCc2ccc(C(=O)N(CC)CC)cc2)cc1	i	i	i	i	i	i	i	-5	4	-6	-4
CC1(C)Cc2c(sc(NC(=O)C3CC(Cl)=CCC3C(=O)O)c2C#N)CO1 (stereo not drawn)	i	i	i	i	i	i	i	-2	5	-4	-5
O=C(Cc1cccc2ccccc12)Nc1ccc2oc(-c3ccccc3)nc2c1	i	i	i	i	i	i	i	-3	-1	-7	-4
Cn1c(C(=O)N2CCOCC2)cc2c(=O)n3ccccc3nc21	i	i	i	i	i	i	i	-2	0	-9	-1
CNc1cccc2c1C(=O)c1ccccc1C2=O	i	i	i	i	i	i	i	-1	2	-7	11
CC(C)(C)NC(=O)Cn1ccc(=N)c2ccccc21	i	i	i	i	i	i	i	1	-2	-4	1
O=C(COC(=O)c1cc(Cl)ccc1O)NCCC1=CCCCC1	i	i	i	i	i	i	i	1	1	-16	nt
C[C@@]12CCC=C[C@H]1[C@H](c1ccc3ccccc3c1)N(Cc1ccccc1)C2=O	i	i	i	i	i	i	i	-1	0	-22	9
COc1ccc(CN2CCN(C(=O)c3cccs3)CC2)c(OC)c1OC	i	i	i	i	i	i	i	1	2	-7	-4
CC(C)C(=O)c1ccc(O)c(O)c1	i	i	i	i	i	i	i	0	-1	-10	15
CC(=O)C1=C(O)C(=O)N(c2ccccn2)C1c1ccc(Cl)cc1 (stereo not drawn)	i	i	i	i	i	i	i	-5	1	-8	12

(further entries)
SMILES	KCNQ1 pot	KCNK9 block	KCNQ1 inh	KCNK3 inh	RGS4 pot	PolyA inh	RGS4 inh	GSK3A inh	GSK3beta inhib	hERG rescue	DYRK1A inh
CC(OC(=O)CNC(=O)c1ccco1)C(=O)Nc1ccc(Cl)cn1 (stereo not drawn)	i	i	i	i	i	i	i	2	-1	-18	10
Cc1cc(C)n2nc(C(=O)N/N=C/c3ccccc3C)nc2n1	i	i	i	i	i	i	i	6	3	-6	nt
O=C(O)c1nn2c(C(F)(F)F)cc(-c3cccs3)nc2c1Cl	i	i	i	i	i	i	i	1	1	-4	-1
Cc1nc2ccccc2nc1N1CCC(C)CC1	i	i	i	i	i	i	i	1	-1	1	-10

Three compounds from above, sorted by count of non-hydrogen atoms, rising.
SMILES	KCNQ1 pot	KCNK9 block	KCNQ1 inh	KCNK3 inh	RGS4 pot	PolyA inh	RGS4 inh	GSK3A inh	GSK3beta inhib	hERG rescue	DYRK1A inh
O=C(O)c1nn2c(C(F)(F)F)cc(-c3cccs3)nc2c1Cl	i	i	i	i	i	i	i	1	1	-4	-1
Cc1cc(C)n2nc(C(=O)N/N=C/c3ccccc3C)nc2n1	i	i	i	i	i	i	i	6	3	-6	nt
CC(OC(=O)CNC(=O)c1ccco1)C(=O)Nc1ccc(Cl)cn1 (stereo not drawn)	i	i	i	i	i	i	i	2	-1	-18	10

Bioassay records: PubChem, several laboratories
